Bioassay records: PubChem, National Center for Advancing Translational Sciences (NCATS)
KB-V1 cytotox: KB-V1 MDR subline cytotoxicity; KB-V1 MDR cells viability, CellTiter-Glo, 72 h; 3.4% of 400,000 active; Potency, µM (titrated, usually from 46.1 µM), for inactives: top-dose activity change, negative = cytotoxicity, actives largely listed as cytotoxic; AID 1347076; note: potency is the fitted concentration of half-maximal effect; % is set by controls: 0 for no effect and ±100 for the full control effect; nearly all actives have a fitted effect of over 60% in size
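Potencies derive from concentration-effect curves fitted to normalized luminescence (CellTiter-Glo) of KB-V1 cells treated for 72 h at 37 degrees C in phenol-red-free DMEM containing 10% FBS.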
HT1080-NT tox: kills 2HG-producing HT-1080-NT fibrosarcoma cells; HT-1080-NT fibrosarcoma viability, CellTiter-Glo ATP luminescence, 48 h; Potency, µM (titrated, usually from 46.1 µM), for the others: top-dose activity, negative = less viability, usual class: cytotoxic; 1.6% of 360,000 active;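 note: NT is the 2HG producing partner of a matched IDH1 knockdown line; potency is the fitted concentration of half-maximal effect; 0% = DMSO-treated cells and -100% = media-only wells without cells; nearly all actives have a fitted effect of over 55% in size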
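Viability of the 2HG-overproducing fibrosarcoma line after 48 hours of compound exposure at 37 degrees C was determined by luminescence with CellTiter-Glo, and concentration-effect curves were then fitted and categorized.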
MCF10A rerep: induces DNA re-replication in MCF 10a normal breast cells | MCF 10A DNA re-replication, Hoechst nuclear intensity, 48 h | Potency, µM (doses to about 46.1 µM), inactives show at the highest dose activity, positive = re-replication, most hits filed as activators | 2.9% of 350,000 active | AID 624296; note: potency is the fitted concentration of half-maximal effect; % of control where 0% means no effect; nearly all actives have a fitted effect of over 50% in size
SW480 rerep: inducers of DNA re-replication in SW480 colon cancer cells; Potency, µM (doses to about 46.1 µM), for inactives: top-dose re-replication activation, most hits filed as activators; AID 624297; SW480 DNA re-replication, Hoechst DNA content imaging, 48 h; 1.8% of 340,000 active; note: potency is the fitted concentration of half-maximal effect; % of control where 0% means no effect; nearly all actives have a fitted effect of over 55% in size
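Hoechst fluorescence of nuclei (405 nm excitation, 500-530 nm emission) measured by plate-scanning imager after 48 hr compound exposure at 37 C; re-replication scored as increased number of nuclei with elevated intensity.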
HT1080 IDH1KD tx: toxicity to HT-1080 IDH1 knockdown cells (counter line); HT-1080 IDH1 knockdown viability, ATP luminescence, 48 h; Potency, µM (doses to about 46.1 µM), inactives show at the highest dose activity, negative = toxicity, actives largely listed as cytotoxic; 2% of 360,000 active; AID 686971;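 note: potency is the fitted concentration of half-maximal effect; 0% = DMSO wells and -100% = cell-free medium wells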
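Using the IDH1-knockdown HT-1080 line run in the same batch and compound series as the NT line, viability after 48 h at 37 °C was determined by CellTiter-Glo luminescence and expressed as % activity.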
WRN helicase inh: blocks human WRN helicase. WRN helicase unwinding, fluorescent forked duplex, kinetic. Potency, µM (titrated, usually from 114 µM), for inactives: at the top dose activity change, negative = inhibition, usual class: inhibitors. 0.46% of 360,000 active. AID 651768; note: potency is the fitted concentration of half-maximal effect; % is set by controls: 0 for no effect and ±100 for the full control effect; nearly all actives have a fitted effect of over 55% in size
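Screening of the MLSMR collection measured strand separation of a quenched forked DNA duplex (100 nM) by 20 nM WRN with 2 mM ATP, all final. Compounds were preincubated with enzyme 15 min at room temperature.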
IL1B secr inh: inhibitors of inflammasome signaling (IL-1 beta secretion). activity change, % at 57.5 µM. THP-1 LPS/ATP IL-1B secretion, AlphaLISA, 16 h; active compounds read low. 4.7% of 360,000 active. AID 743279; in the data active = activity change below about -50%; inconclusive = mostly about -30% to -49%; note: % is set by controls: 0 for no effect and ±100 for the full control effect
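Secreted IL-1B measured by AlphaLISA bead assay after 16 h compound exposure of THP-1 cells; compounds (final up to 57.5 uM) added 1 h before LPS (250 ng/mL) and ATP (1.25 mM) stimulation; lower signal means less secretion.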
KB-3-1 tox: kills parental KB-3-1 adenocarcinoma cells | KB-3-1 viability, CellTiter-Glo ATP luminescence, 72 h | Potency, µM (titrated, usually from 46.1 µM), without a hit: at the highest dose activity change, negative = cytotoxic, hits mostly cytotoxic | 1.4% of 400,000 active; note: potency is the fitted concentration of half-maximal effect; % is set by controls: 0 for no effect and ±100 for the full control effect; nearly all actives have a fitted effect of over 60% in size
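Parental KB-3-1 adenocarcinoma cells in phenol-red-free DMEM with 10% FBS were pin-treated with compounds at several concentrations, incubated 72 h at 37 °C, and viability read by CellTiter-Glo luminescence; concentration-effect curves were fitted after normalization.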
ATXN2 expr inh: inhibitors of ATXN2 expression. HEK-293 ATXN2-luciferase reporter, luminescence, 24 h. Potency, µM (titrated, usually from 57 µM), inactives show top-dose activity change, negative = inhibition, usual class: inhibitors. 0.72% of 360,000 active. AID 1745845; note: potency is the fitted concentration of half-maximal effect; % is set by controls: 0 for no effect and ±100 for the full control effect; nearly all actives have a fitted effect of over 55% in size
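ATXN2-luciferase reporter cells (luciferase flanked by upstream and downstream ATXN2 gene portions) were treated 24 h at 37 °C with compounds at up to 57 uM. SteadyGlo luminescence gave expression; GF-AFC fluorescence gave viability.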
The depositor's hits bear a star; ? = inconclusive; . = not tested or not shown; & = joins results of further samples; [ ] = dose if it differs, or a comment. Unless noted, calls come from the whole dose curve; as a rule, active = well fitted curve in the direction sought with a large enough effect; inconclusive = small, poorly fitted or top-dose-only effect, or another doubt; inactive = no such curve, though single readings can be large; an effect the other way counts as inactive or inconclusive.

1. CCOCCCNC(=O)CCCOc1ccccc1
2. CCCCC(=O)Nc1ccc(C(=O)N2CCCC(C(=O)OCC)C2)cc1 (centres undefined)
3. Cc1ccc(NC(=O)c2ccc(OCC3CCCO3)cc2)cc1Cl (centres undefined)
4. COc1cc(-c2cc(C(=O)Nc3ccc(O)cc3)c3ccccc3n2)cc(OC)c1OC
5. Cn1ncc2c(=O)[nH]c(N)nc21
6. COc1cc(NC(=S)NC(=O)c2ccccc2C)ccc1NC(=O)c1cccs1

assay / entry	1	2	3	4	5	6
KB-V1 cytotox	-2%	0%	?	0%	22%	2%
HT1080-NT tox	13%	8%	-2%	?	3%	-8%
MCF10A rerep	6%	-2%	.	8%	-2%	?
SW480 rerep	1%	0%	.	-3%	-3%	7%
HT1080 IDH1KD tx	11%	27%	-12%	?	4%	-15%
WRN helicase inh	-6%	-1%	5%	3%	0%	2%
IL1B secr inh	0	-3	14	-52*	19	14
KB-3-1 tox	7%	3%	-4%	7%	-4%	2%
ATXN2 expr inh	-23%	0%	.	-10%	9%	-9%

7. COc1cc(C2NC(=O)NC(c3ccccc3)=C2C(C)=O)c(Br)cc1OCC(N)=O (centres undefined)
8. NS(=O)(=O)c1ccc(CNC(=O)Cc2ccccc2F)cc1
9. CCOc1ccc(-n2c(=S)sc3c(=O)n(-c4ccc(F)cc4)c(SCC(=O)O)nc32)cc1
10. COC(C[C@@H](O)[C@@H](C)[C@H](O)COCc1ccccc1)OC
11. COc1cc(OC)c(NC(=O)CNC(=O)Cn2ccc3ccccc3c2=O)cc1Cl
12. CCN(C(=O)CSc1n[nH]c(-c2cccs2)n1)C1CCS(=O)(=O)C1 (centres undefined)

assay / entry	7	8	9	10	11	12
KB-V1 cytotox	-9%	-10%	-1%	1%	-6%	?
HT1080-NT tox	-2%	17%	8%	8%	11%	0%
MCF10A rerep	1%	-1%	2%	3%	0%	1%
SW480 rerep	-8%	2%[1.84 µM]	-14%	?	-2%	31%
HT1080 IDH1KD tx	13%	15%	0%	10%	7%	0%
WRN helicase inh	-2%	-2%[57.1 µM]	0%	-7%	6%	-3%
IL1B secr inh	-8	19	-13	21	13	12
KB-3-1 tox	2%	0%	7%	3%	-1%	4%
ATXN2 expr inh	-20%	-6%	.	2%	-21%	25%

An excerpt from above in order of heavy-atom count, low to high:
10. COC(C[C@@H](O)[C@@H](C)[C@H](O)COCc1ccccc1)OC
8. NS(=O)(=O)c1ccc(CNC(=O)Cc2ccccc2F)cc1
9. CCOc1ccc(-n2c(=S)sc3c(=O)n(-c4ccc(F)cc4)c(SCC(=O)O)nc32)cc1

assay / entry	10	8	9
KB-V1 cytotox	1%	-10%	-1%
HT1080-NT tox	8%	17%	8%
MCF10A rerep	3%	-1%	2%
SW480 rerep	?	2%[1.84 µM]	-14%
HT1080 IDH1KD tx	10%	15%	0%
WRN helicase inh	-7%	-2%[57.1 µM]	0%
IL1B secr inh	21	19	-13
KB-3-1 tox	3%	0%	7%
ATXN2 expr inh	2%	-6%	.

Following part.
13. CCOc1ccc2oc(C(=O)N(CCOC)c3c(N)n(CC(C)C)c(=O)[nH]c3=O)c(C)c2c1
14. CCS(=O)(=O)N1CCC(C(=O)Nc2cc(C)ccc2O)CC1
15. COc1cc(C(=O)OCCC(C)C)cc(OC)c1O
16. O=C(Oc1ccc(Br)cc1)c1cncc(Br)c1
17. CCOC(=O)c1c(-c2ccc(C)o2)csc1NC(=O)COC(=O)c1cccs1
18. CC1Cc2ccccc2N1C(=O)COC(=O)c1cc(Br)ccc1O (centres undefined)

assay / entry	13	14	15	16	17	18
KB-V1 cytotox	-11%	-3%	-20%	0%	-14%	-1%
HT1080-NT tox	-1%	-2%	7%	-1%	-4%	-2%
MCF10A rerep	-7%	6%	-15%	-1%	9%	-5%
SW480 rerep	-5%	3%	-3%	0%	-3%	-6%
HT1080 IDH1KD tx	1%	-5%	0%	-5%	-10%	2%
WRN helicase inh	-12%	-7%	3%	3%	-33%	-9%
IL1B secr inh	3	0	-14	0	-5	30
KB-3-1 tox	2%	0%	17%	-3%	-2%	-8%
ATXN2 expr inh	5%	.	.	-15%	1%	-29%

19. CC(OC(=O)Cc1ccsc1)C(=O)Nc1ccc(C(N)=O)cc1 (centres undefined)
20. O=C(Nc1ccc(F)cc1)C1COc2ccccc2O1 (centres undefined)
21. CC(C)(C)c1nn2cnnc2n(/N=C/c2ccc(O)cc2)c1=O
22. O=C(O)c1ccc(C(S(=O)(=O)c2ccccc2)S(=O)(=O)c2ccccc2)cc1
23. COc1cccc2cc(-c3nnc(SCC(=O)NCCc4ccccc4)n3C)oc12
24. CC(C)Oc1cccc(C(=O)C2CCCN(C(=O)c3cncs3)C2)c1 (centres undefined)

assay / entry	19	20	21	22	23	24
KB-V1 cytotox	-1%	16%	6%	9%	-8%	-23%
HT1080-NT tox	2%	-1%	22%	14%	-12%	0%
MCF10A rerep	-6%	-3%	3%	.	?	14%
SW480 rerep	-6%	-4%	-7%	.	0%	-6%
HT1080 IDH1KD tx	2%	0%	20%	7%	10%	-2%
WRN helicase inh	-3%	-6%	-10%[57.1 µM]	2%	-5%	-8%
IL1B secr inh	24	-7	4	-7	-19	26
KB-3-1 tox	15%	-7%	3%	2%	?	-18%
ATXN2 expr inh	-3%	8%	-10%	.	-4%	8%

25. COc1ccc(C2CCN(CC(=O)N(C)C)CC2O)cc1 (centres undefined)
26. O=C(COC(=O)c1ccc2ncsc2c1)Nc1ccccc1Br
27. CCOc1cc(C2c3c(-c4ccccc4)n[nH]c3C(=O)N2c2ccc(C(=O)O)cc2)ccc1O (centres undefined)
28. Cc1nc(NC(=O)COC(=O)C2CC2C)c(Cl)cc1Cl (centres undefined)
29. CCOC(=O)c1c(C)oc2c1c(C(c1cccnc1)N1CCOCC1)c(O)c1ccccc12 (centres undefined)
30. NC(=O)c1c(/N=C/c2cccs2)sc2c1CCCC2

assay / entry	25	26	27	28	29	30
KB-V1 cytotox	-12%	-2%	?	?	?	-11%
HT1080-NT tox	-3%	-2%	11%	12%	?	9%
MCF10A rerep	1%	14%	9%	6%	?	?
SW480 rerep	5%	-3%	-19%	-12%	-2%[9.22 µM]	27%
HT1080 IDH1KD tx	1%	-3%	3%	11%	?	1%
WRN helicase inh	2%	0%	1%	-6%	-17%	1%
IL1B secr inh	14	13	3	6	-110*	0
KB-3-1 tox	-3%	4%	-1%	?	?	4%
ATXN2 expr inh	-1%	.	-10%	4%	?	.

31. O=C(CN1CCOCC1)NCc1ccc(F)cc1
32. Cc1ccc(S(=O)(=O)Cn2nnnc2C(CC(C)C)N2CCN(C)CC2)cc1 (centres undefined)
33. Cc1c(NC(=O)c2c(NC(=O)CNC3CC3)sc3c2CCCC3)c(=O)n(-c2ccccc2)n1C
34. CC(=O)OC(C(=O)Nc1nncs1)c1ccccc1 (centres undefined)
35. COc1cccc(N(CC(=O)NC2CCCCC2)C(=O)CCC(=O)Nc2nccs2)c1
36. CC1CCN(Cc2cc(=O)oc3ccc4ccccc4c23)CC1

assay / entry	31	32	33	34	35	36
KB-V1 cytotox	7%	3%	?	-1%	-21%	?
HT1080-NT tox	0%	-27%	8%	2%	-7%	-4%
MCF10A rerep	0%	0%	-1%	.	-3%	?
SW480 rerep	-16%	-1%	7%	.	-1%	-28%
HT1080 IDH1KD tx	11%	-6%	16%	1%	3%	-14%
WRN helicase inh	3%	-2%	-11%[57.1 µM]	7%[57.1 µM]	-1%	-12%
IL1B secr inh	-5	-5	0	24	-17	.
KB-3-1 tox	1%	4%	1%	11%	0%	-8%
ATXN2 expr inh	.	8%	8%	7%	-2%	-14%

37. CN1C[C@@H]2[C@@H]3C(=O)N(C)C(=O)[C@@H]3[C@](Cc3ccccc3)(C1=O)N2C(=O)c1ccc(Cl)cc1
38. CCOc1ccccc1NC(=O)CCS(=O)(=O)c1ccc(OC)cc1
39. Cc1ccc(/C=N/Nc2ccc(F)cc2)s1
40. COc1cc(Cl)cc(CN2CCC(CCC(=O)NC3CC3)CC2)c1OC
41. CN(Cc1cnccn1)C(=O)CC1C(=O)NCCN1CC(c1ccccc1)c1ccccc1 (centres undefined)
42. COc1cccc(NC(=O)Cn2c(=O)oc3ccccc32)c1
43. COc1ccccc1NS(=O)(=O)c1cc(C(=O)NCC(c2ccco2)N2CCCCC2)ccc1C (centres undefined)
44. CCOC(=O)c1c(NC(=O)CSc2nnnn2CC)sc(C)c1C

assay / entry	37	38	39	40	41	42	43	44
KB-V1 cytotox	15%	18%&3%	20%	-1%	-10%	?	?	-18%
HT1080-NT tox	9%	15%	-4%	1%	11%	10%	-6%	-12%
MCF10A rerep	?	0%	?	5%	14%	-1%	?	16%
SW480 rerep	-5%	-3%	-12%	?	-9%[1.84 µM]	-8%	?	-2%
HT1080 IDH1KD tx	6%	6%	-17%	1%	20%	6%	-15%	-5%
WRN helicase inh	4%	2%	1%	5%	-2%[57.1 µM]	1%	-11%	-3%
IL1B secr inh	10	-12	-6	15	4	0	5	-16
KB-3-1 tox	5%	5%&13%	0%	-2%	-4%	16%	-19%	0%
ATXN2 expr inh	-3%	.	-11%	-51%	-16%	4%	-15%	-4%
